ALOX15 inhib – inhibitors of human 15-lipoxygenase (ALOX15); P16050; purified 15hLO-1, xylenol orange hydroperoxide absorbance; Potency, µM (top dose mostly 57.1 µM), without a hit: at the highest dose activity change, negative = inhibition, most hits filed as inhibitors; 1.4% of 74,000 active; AID 887; further: potency means the concentration at half of the fitted maximal effect; on the % scale 0 is the no-effect control and ±100 the full control effect; nearly all actives have a fitted effect of over 55% in size
Target sequence (P16050 whole entry, looked up): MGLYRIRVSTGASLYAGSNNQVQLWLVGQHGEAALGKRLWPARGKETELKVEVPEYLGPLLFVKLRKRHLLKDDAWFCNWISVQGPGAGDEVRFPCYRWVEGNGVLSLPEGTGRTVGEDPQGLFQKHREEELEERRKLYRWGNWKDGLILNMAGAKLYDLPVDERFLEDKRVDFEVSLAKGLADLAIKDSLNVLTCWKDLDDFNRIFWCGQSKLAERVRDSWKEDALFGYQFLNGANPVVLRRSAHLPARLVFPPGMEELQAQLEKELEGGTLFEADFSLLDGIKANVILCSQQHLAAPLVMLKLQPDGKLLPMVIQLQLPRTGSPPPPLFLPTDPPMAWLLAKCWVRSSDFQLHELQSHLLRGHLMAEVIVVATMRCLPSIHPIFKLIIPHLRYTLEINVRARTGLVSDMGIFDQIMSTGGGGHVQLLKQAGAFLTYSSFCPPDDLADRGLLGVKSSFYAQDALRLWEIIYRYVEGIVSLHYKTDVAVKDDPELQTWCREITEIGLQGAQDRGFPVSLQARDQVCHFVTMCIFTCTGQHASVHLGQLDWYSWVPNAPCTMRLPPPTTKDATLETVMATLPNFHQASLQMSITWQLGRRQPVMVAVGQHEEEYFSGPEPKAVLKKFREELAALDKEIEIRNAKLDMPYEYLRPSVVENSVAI
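Purified human 15hLO-1 (40 nM) in 25 mM Hepes pH 7.5, 0.01% Triton X-100, preincubated 15 min RT with compound, then 50 uM arachidonic acid for 6 min. Hydroperoxide read by ferrous/xylenol orange, 30 min; 573/405 nm absorbance ratio gave progress.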
Luciferase inh – inhibitors of firefly luciferase | P08659 | purified firefly luciferase, luminescence, 8 min | Potency, µM (highest dose often 57.1 µM), for inactives: at the highest dose activity change, negative = inhibition, usual class: inhibitors | 2.2% of 72,000 active | AID 411; further: potency means the concentration at half of the fitted maximal effect; on the % scale 0 is the no-effect control and ±100 the full control effect; nearly all actives have a fitted effect of over 40% in size
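Luminescence read-out after 8 min at room temperature; enzyme reaction used luciferin plus 10 uM ATP (linear range) in imidazole buffer pH 7.2 with KCl, MgCl2, Tween 20 and BSA. Each sample was run as a titration.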
Hsp90 Hop PPI – changes Hsp90-Hop TPR2A binding signal, up or down. AlphaScreen TPR2A-His6 binding biotin-Hsp90 C-terminal peptide. Potency, µM (series often up to 57 µM), for the others: top-dose activity change, negative = inhibition. 0.44% of 71,000 active. AID 595; active means well fitted curve in either direction with a large enough effect; inconclusive means small, poorly fitted or top-dose-only effect, or another doubt; further: potency means the concentration at half of the fitted maximal effect; on the % scale 0 is the no-effect control and ±100 the full control effect; many of its hits are not listed in these tables
HADH2 inh – HADH2 (human) dehydrogenase inhibition. recombinant HADH2, NADH fluorescence, beta-hydroxybutyryl-CoA. AID 886. 3.4% of 73,000 active. Q99714. Potency, µM (titrated, usually from 57.1 µM), without a hit: top-dose activity change, negative = inhibition, hits mostly inhibitors; further: potency means the concentration at half of the fitted maximal effect; on the % scale 0 is the no-effect control and ±100 the full control effect; nearly all actives have a fitted effect of over 60% in size; many of its hits are not listed in these tables
Target sequence (Q99714 whole entry, looked up, one chain of several): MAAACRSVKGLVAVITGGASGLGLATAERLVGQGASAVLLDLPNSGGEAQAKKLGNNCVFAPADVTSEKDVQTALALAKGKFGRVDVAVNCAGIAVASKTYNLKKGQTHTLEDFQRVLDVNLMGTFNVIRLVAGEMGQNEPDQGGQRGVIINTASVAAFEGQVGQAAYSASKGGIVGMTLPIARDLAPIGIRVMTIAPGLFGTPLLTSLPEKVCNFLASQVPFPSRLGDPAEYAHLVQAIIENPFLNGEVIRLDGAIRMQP
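Buffer 100 mM Tris-HCl pH 9.0/0.01% Tween-20; HADH2 20 nM; NAD+ 1 mM; beta-hydroxybutyryl-CoA 90 uM (all final). 15 min cpd preincubation, RT.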
CRE Fsk mod – alters forskolin-stimulated CRE reporter signaling in CHO cells | CHO CRE-bla reporter (cAMP response element driving beta-lactamase), forskolin EC10, beta-lactamase ratio | Potency, µM (doses to about 38.2 µM), for the others: top-dose activity change, negative = inhibition, usual class: activators | 2.5% of 71,000 active; active means well fitted activation curve with a large enough effect in the signal ratio, with a control signal flat, not every such curve was filed as active; inconclusive means small, poorly fitted or top-dose-only effect, or effect the other way, or a change in a side signal; the % refers to the signal ratio; further: potency means the concentration at half of the fitted maximal effect; % of control where 0% means no effect
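Forskolin analogue NKH 477 at EC10 stimulated CRE-driven beta-lactamase in CHO cells alongside compound dilution series. Beta-lactamase was measured with CCF4, excitation 405 nm, emission ratio 460/530 nm.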
Pol III holo inh – inhibitors of bacterial DNA polymerase III holoenzyme; Potency, µM (doses to about 57.1 µM), inactives show at the highest dose activity change, negative = inhibition; AID 603; reconstituted DNA polymerase III holoenzyme replication, biochemical; 0.25% of 71,000 active; further: potency means the concentration at half of the fitted maximal effect; on the % scale 0 is the no-effect control and ±100 the full control effect
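Reconstituted *E. coli* holoenzyme (0.35 nM Pol III, 1 nM beta, 154 nM SSB, 2 nM primase) was preincubated with compound for 15 min at RT. Synthesis on 1.4 nM ssM13Gori ran 35 min, then was stopped with PicoGreen/EDTA and read as dsDNA fluorescence.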
Rhodamine autofl – compound autofluorescence in rhodamine spectral region; 0.05% of 59,000 active; max dye-equivalent concentration, M; Rhodamine-region fluorescence, 547/598 nm, Tris buffer; hits give high values; in the data active means max dye-equivalent concentration above about 11 nM; inconclusive means between about 1.1 nM and that limit
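qHTS spectral profiling of compounds without any target or enzyme present, in pH 8.0 Tris buffer; plates were read after a 15-minute room-temperature incubation using the rhodamine-region filter set.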
HBB splicing – modulators of hemoglobin beta chain splicing. 0.06% of 65,000 active. Potency, µM (series often up to 46.1 µM), without a hit: at the top dose activation, hits mostly activators. HBB splicing reporter cell assay, activation; EGFP reporter with mutant IVS2-654 intron; response scale: normalised to 500 nM splice-correcting PNA; further: potency means the concentration at half of the fitted maximal effect; 0% is about no effect
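Compounds were applied for 2 days to HeLa EGFP-654 cells, 500/well in Optimem with 2% FCS. The reporter's EGFP is disrupted by mis-splicing of beta-globin intron IVS2-654. Readout: summed well GFP fluorescence from 488 nm laser scanning; reference was 500 nM antisense […] 654 PNA.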
Texas Red fluor – compounds fluorescent in Texas Red spectral region; Compound fluorescence, Texas Red channel, 547/618 nm; hits give high values; max dye-equivalent concentration, M; 0.06% of 59,000 active; AID 587; in the data active means max dye-equivalent concentration above about 10 nM; inconclusive means between about 1.1 nM and that limit
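Texas Red-region profiling: compounds in 100 mM Tris pH 8.0 were read at 547/618 nm after 15 min at room temperature. Intensities were normalized against a six-point Texas Red standard series to give dye-equivalent concentration.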
ERK AVP inh – blocks ERK signaling stimulated by vasopressin. HEK293-V1b, vasopressin-stimulated pERK AlphaScreen. Potency, µM (highest dose often 57.5 µM), inactives show at the top dose activity, negative = inhibition, actives largely listed as inhibitors. 0.99% of 72,000 active; further: potency means the concentration at half of the fitted maximal effect; on the % scale 0 is the no-effect control and ±100 the full control effect; nearly all actives have a fitted effect of over 55% in size
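V1b-HEK293 cells; cpd 30 min 37C; 25 nM vasopressin 5 min; lyse 10 min; AlphaScreen beads 5 hr RT. Normalized to DMSO basal and 25 nM vasopressin; AC50 by Hill fit.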
Tau filament bind – binds recombinant human tau filaments | P10636 | recombinant tau filaments, thioflavin S fluorescence, 15 h; filaments grown with octadecylsulfate alongside compound | Potency, µM (top dose mostly 57.1 µM), without a hit: at the top dose activity change, negative = inhibition | 2% of 71,000 active;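 further: potency means the concentration at half of the fitted maximal effect; on the % scale 0 is the no-effect control and ±100 the full control effect; actives lower thioflavin S fluorescence by blocking filaments or displacing dye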
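Recombinant tau protein (human, 1 uM final) plus 30 uM ODS in HEPES pH 7.4 with NaCl, DTT and thioflavine S. Compound present from the start; fluorescence at 510 nm after 15 h, 37 C.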
Numbers without * were called inactive; i = inactive; u = inconclusive; x = not tested or not shown; & = joins results of further samples; ! = repeats disagree; [ ] = remark or other dose. Unless noted, the call rests on the fitted dose curve; in most records, active means well fitted curve in the direction sought with a large enough effect; inconclusive means small, poorly fitted or top-dose-only effect, or another doubt; inactive means no such curve, though single readings can be large; an effect the other way counts as inactive or inconclusive.

SMILES	ALOX15 inhib	Luciferase inh	Hsp90 Hop PPI	HADH2 inh	CRE Fsk mod	Pol III holo inh	Rhodamine autofl	HBB splicing	Texas Red fluor	ERK AVP inh	Tau filament bind
Cc1ccc(N2C(=O)CC(NCc3ccc4c(c3)OCO4)C2=O)cc1Cl (stereo not given)	-5%	5%	-4%	-10%	-2%	2%	x	-0.3%	x	-5%	-13%
CCCCSc1nc2c(cc1C#N)CCC2	u	0%	12%	u	8%	2%	i	8.8%	i	40%[activator]	4%
Nn1c(-c2ccccn2)nnc1-c1ccccn1	16%	-7%	u	12%	1%	0%	i	-0.3%	i	36%	-19%
O=c1c2ccccc2nc(SCc2nnc(-c3ccccc3)o2)n1-c1ccc(F)cc1F	-11%	0%	2%	5%	3%	-1%	i	-3.4%	i	u	22%
CCC(C)Nc1ccc(NC(C)CC)cc1 (stereo not given)	u	x	u	u	-8%	7%	x	0.9%	x	6%	16µM*
CC(=O)Nc1cccc(NC(=O)CSc2nnc(Cc3cccn3C)n2-c2ccc(C)cc2)c1	-2%	0%	-14%	3%	-17%	3%	i	1.2%	i	27%	19%
c1ccc(CCc2ccccc2-c2nc(-c3cccnc3)no2)cc1	-1%	2%	u	5%	3.2µM*	0%	i	0.6%	i	3%	29%
Cc1cccc(C(=O)O)c1C[C@H]1NCC[C@H]2c3ccccc3N[C@@H]12	5%[11.4 µM]	1%[11.4 µM]	6%[11 µM]	u	-5%[7.6 µM]	-10%[11.4 µM]	i	-0.4%[9.22 µM]	i	-2%[11.5 µM]	0%[11.4 µM]
CN1[C@H](Cc2ccccc2)C=C[C@]1(C)C(=O)NCC1CC1	-17%	x	-6%	-15%	u	-7%	x	-0.4%	x	21%	-14%
Cc1ccc(S(=O)(=O)NCCSc2nnnn2-c2cc(C)ccc2C)cc1	-6%	5%	-3%	1%	u	-2%	i	-1.3%	u	-5%	26%
CCCCNS(=O)(=O)c1ccc(OC)c2ncccc12	11%	1%	-2%	u	2%	-7%	i	-0.5%	i	0%	17%
O=C(OCC(=O)N1CCN(c2ccccc2)CC1)C1=COCCO1	-4%	2%	-3%	u	u	-5%	i	-5.1%	u	3%	-4%
Cc1cccc2sc(NC(=O)Cn3cccc3)nc12	u	-1%	-13%	-27%	2%	-4%	x	-1.3%	x	25µM*	5%
COc1ccc(CN2C(=O)[C@@H]3C(c4ccccc4Cl)=NO[C@@H]3C2=O)cc1	-5%	1%	-2%	3%	u	-2%	i	-1.0%	u	-9%	0%
COc1ccc(Cl)cc1NC(=O)NC(C)c1ccncc1 (stereo not given)	-19%	1%	0%	25%	-10%	-2%	i	-0.1%	i	-13%	1%
CCS(=O)(=O)N1CCN(C(C)CCc2ccccc2)CC1 (stereo not given)	1%[11.4 µM]	-3%	-5%[11 µM]	3%[11.4 µM]	-9%[7.6 µM]	-10%[11.4 µM]	x	0.0%[0.0738 µM]	x	-9%	-19%[11.4 µM]
CCCc1nc(SCc2ccccn2)c2c(=O)n(C)c(=O)n(C)c2n1	-9%	2%	4%	1%	5µM*	-7%	x	-0.6%	x	x	60%
CCCNS(=O)(=O)c1ccc(OCC(=O)Nc2ccccc2F)cc1	0%	0%	-2%	1%	3%	-4%	i	0.0%	i	-6%	-4%
COc1ccc(OC)c(C(=O)c2coc3ccc(O)cc23)c1	2%[11.4 µM]	-1%	-13%[11 µM]	-7%[11.4 µM]	u	3%[11.4 µM]	x	-2.4%[0.0738 µM]	x	-19%	-6%[11.4 µM]
Clc1ccc(N2CCN(Cc3c[nH]c4ncccc34)CC2)cc1	u	-3%&1%	0%&-22%	3%&11%	u	-10%&0%	i	3.3%	i	-17%&-5%	40µM*!
COCC(=O)Nc1ccc(C(N)=O)cc1	-1%	-2%	0%	-9%	-4%	0%	x	-2.6%	x	-8%	1%
CC1=C(C)CC(C(=O)Nc2cccc(Cl)c2)C(C(=O)O)C1 (stereo not given)	1%	1%	-1%	-12%	-27%	3%	i	-0.8%	i	-11%	-3%
Cc1cc(C)n(-c2nc(C)nc(N)n2)n1	-2%	2%	0%	5%	-2%	-3%	i	0.2%	i	-6%	1%
O=C(NCCCN1CCCC1=O)c1nnc(Cc2c(F)cccc2Cl)o1	13%	2%	u	1%	u	-7%	i	-3.1%[1.84 µM]	i	31%	u
O=C(NC1CCCCC1)N(CCN1CCCC1)Cc1cc2cc3c(cc2[nH]c1=O)OCCO3	u	0%	-8%	32µM*	-1%	-8%	i	-0.1%[57.5 µM]	u	11%	5%
Other structures follow:
SMILES	ALOX15 inhib	Luciferase inh	Hsp90 Hop PPI	HADH2 inh	CRE Fsk mod	Pol III holo inh	Rhodamine autofl	HBB splicing	Texas Red fluor	ERK AVP inh	Tau filament bind
COC(=O)[C@H](C)NC(=O)[C@@H](C)CO	8%[11.4 µM]	2%[11.4 µM]	x	-10%[11.4 µM]	x	x	x	1.0%[9.22 µM]	x	13%[11.5 µM]	x
Cn1c(=O)c2c(nc(CN3CCN(c4ccccc4)CC3)n2CCCc2ccccc2)n(C)c1=O	-5%	0%	-6%	-2%	u	-11%	i	13%[0.369 µM]	i	2%	-18%
CCOc1cc(C(=O)Nc2ccc(S(=O)(=O)Nc3cc(C)on3)cc2)cc(OCC)c1OCC	-2%	1%	3%	-7%	27%	-4%	i	4.0%	u	-13%	0%
C=CCn1c(SCc2cc(C(=O)OC)c(C)o2)nnc1-c1ccncc1	-19%	0%	1%	4%	u	-6%	i	-3.9%	i	-19%	-10%
CC(C)C(=O)Cc1ccc2ccccc2n1	3%[11.4 µM]	1%[11.4 µM]	4%[11 µM]	5%[11.4 µM]	4%[7.6 µM]	2%[11.4 µM]	i	1.2%[9.22 µM]	i	-7%[11.5 µM]	-3%[11.4 µM]
CCCNC(=O)Cc1ccsc1	-4%	3%	-1%	4%	-8%	-4%	i	-2.0%	u	2%	-1%
COCCNC(=O)CSc1ccc(C)cc1	9%[11.4 µM]	1%	-4%[11 µM]	0%[11.4 µM]	u	-6%[11.4 µM]	x	-2.7%[0.0738 µM]	x	26%	8%[11.4 µM]
CCn1c(SCc2nc3cc(OC)c(OC)cc3c(=O)[nH]2)nnc1-c1ccncc1	8%	1%	1%	-1%	9%	-6%	i	-0.4%[57.5 µM]	i	-10%	-9%
NC(=O)C1CCN(C(=O)c2ccc(CS(=O)(=O)c3c(Cl)cccc3Cl)o2)CC1	-6%	1%	u	0%	-7%	0%	x	0.1%	x	11%	-5%
CC(C)n1c2ccccc2c2nnc(SCC(=O)OCN3C(=O)c4ccccc4C3=O)nc21	0%[11.4 µM]	2%	-5%[11 µM]	2%[11.4 µM]	u	-8%[11.4 µM]	x	-0.7%[0.0738 µM]	x	-30%	-8%[11.4 µM]
COC(=O)C1(C(F)(F)F)N=C(N(C)C)OC(N(C)C)=N1	10%	-1%	1%	10%	14%	-15%	i	0.8%[57.5 µM]	i	-2%	-9%
CCOC(=O)C1CCCN(CC(O)COc2ccc(OC)cc2C(C)(C)C)C1 (stereo not given)	-23%	3%	-1%	-4%	-1%	-6%	i	0.2%[57.5 µM]	u	-2%	-22%
CCn1c(=O)cc(OCC(=O)NCCCN2CCN(c3cccc(Cl)c3)CC2)c2ccccc21	-27%	2%	u	-7%	-10%	-8%	i	0.9%	i	26%	170%
COCCNC(=O)COc1ccc(OCCNC[C@@H](O)COc2ccccc2)cc1	-10%[25.6 µM]	0%	-4%	-14%	-29%	-2%	x	x	x	-9%	u
Cc1ccc(O)c(N=CC2=C(O)c3ccccc3C2=O)c1	u	25µM*	u	u	15%	-23%	x	0.8%	x	u	7.9µM*
COc1ccc(S(=O)(=O)NCC(c2cccnc2)N2CCN(c3ccccc3)CC2)cc1C (stereo not given)	3%	-1%	-19%	2%	-26%	-2%	i	1.2%	u	-8%	16%
CCOc1ccc(NC2c3ccccc3C(=O)N2c2ccc(Cl)cn2)cc1 (stereo not given)	-5%	-3%	-13%	0%	1%	4%	x	0.2%	x	x	-2%
O=C(NC1(C(F)(F)F)N=C2SCCN2C1=O)C1CCCCC1 (stereo not given)	14%	1%	-7%	-2%	-8%	-5%	i	-0.1%	i	-9%	6%
CCC(=O)Nc1cnc(NC(=O)c2cccc(F)c2)cc1C	-10%	u	52%	7%	-9%	4%	i	0.2%[57.5 µM]	i	21%	-5%
COc1ccc(C(=O)COC(=O)c2ccco2)cc1	11%	6.3µM*	0%	-3%	1%	-16%	i	0.2%[57.5 µM]	i	2%	-4%
COC(=O)Cn1c2ccc(F)cc2c2nc(C)sc21	-26%	-4%	-5%	u	20%	-3%	i	-1.0%[57.5 µM]	i	-11%	1%

An excerpt (hit frequency here may not be typical).
